Screens as filed in PubChem BioAssay.
Wnt bcat act: Wnt/beta-catenin pathway activators, primary screen, cell-based, plate reader, single point. 300,000 compounds, 1.2% hits. AID 743398, 2014. Wnt/beta-catenin reporter cell assay, activator. activation, % at 9.35 µM; in the data active = activation above about 30%, passing the limit was not always enough;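 note: 0% = neutral control wells and 100% = positive control wells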
Active calls of the source: *.

Compound,Wnt bcat act
NC(c1csc(NC(=O)Nc2ccc(OC(F)(F)F)cc2)n1)C1CCCCC1 (stereo not given),-5
CCCCCc1c(-c2ccc(F)cc2)ncn1CCc1ccccc1OC,-11
O=C(NCc1cccnc1)c1cc(C2CCCN(C(=O)CCCc3ccccc3)C2)on1 (stereo not given),-3
CCC(c1nnnn1-c1ccc2c(c1)OCCO2)N1CCN(Cc2c(F)cccc2Cl)CC1 (stereo not given),0
O=[N+]([O-])c1ccc(CN2[C@H](COCc3ccccc3)[C@@H](N3CCCC3)CS2(=O)=O)cc1,-4
Cn1c(=O)c2cc(NC(=O)NCc3ccc(F)cc3)ccc2n1C/C=C/c1ccccc1,-2
COc1ccc(CN(C)C(=O)[C@@H](Cc2ccccc2)NC(=O)[C@H]2O[C@@H](n3ccc(N)nc3=O)[C@H](O)[C@@H]2O)cc1OC,1
COc1ccccc1CCn1cnc(Cc2cccc(F)c2)c1C(C)C,-6

Reformatted with the structure last: entries from further up
| Wnt bcat act | Compound |
| --- | --- |
| 0 | CCC(c1nnnn1-c1ccc2c(c1)OCCO2)N1CCN(Cc2c(F)cccc2Cl)CC1 (stereo not given) |
| -6 | COc1ccccc1CCn1cnc(Cc2cccc(F)c2)c1C(C)C |
| -2 | Cn1c(=O)c2cc(NC(=O)NCc3ccc(F)cc3)ccc2n1C/C=C/c1ccccc1 |

The list goes on.
Compound,Wnt bcat act
CC(C)=CCN1C(=O)[C@]2(OCCC=C[C@H]2C)c2c(Br)cccc21,-9
COc1ccc(OC)c(CC(NC(C)=O)C(=O)NC2CCN(c3cc(C)nc4ncnn34)CC2)c1 (stereo not given),-2
Cc1ccsc1C(=O)N1CCC1(C)C(=O)NS(=O)(=O)c1ccc(C#N)cc1 (stereo not given),-1
CC1(C(=O)NS(=O)(=O)C2CC2)CCN(C(=O)c2ccccc2OC(F)(F)F)C1 (stereo not given),-2
CCc1nc2ccc(C(=O)N3CCN(C(C)=O)CC3)cn2c1N(C=O)Cc1ccc(OC)cc1,-1
Cc1ccc(S(=O)(=O)N2CCC(=O)N(CCOC(=O)NCc3ccccc3)CC2)cc1,5
CCC(C)[C@H]1CNC(=O)C(=O)N1CCc1cccc(F)c1 (stereo not given in full),-1
CCCCCCCCN1C(=O)[C@H](CC(=O)N2CCN(C(=O)C3CC3)CC2)C[C@@]2(C(=O)OC)CC(C)(C)CC=C12,3
CCC(c1nc2ccccc2[nH]1)N(C(=O)C1=NNC(=O)CC1)c1ccccc1 (stereo not given),-1
COc1ccc(C(C)(O)c2nc(-c3cncnc3)cs2)cc1 (stereo not given),-1
CC(C)CN1CCC(CN2C(=S)NC[C@@H]2Cc2ccccc2)CC1,-5
CCOC(=O)c1cc(-c2ccc(N3C(c4ccsc4)=Cc4ccccc4C3CC(C)=O)cc2)cc([N+](=O)[O-])c1 (stereo not given),-3
O=C(CSc1nc(-c2ccccc2F)nc2nc[nH]c12)Nc1c(Cl)cc(Cl)cc1Cl,-1
O=c1[nH][nH]c2c1[C@H](c1ccc(F)cc1)O[C@H](C1CCCCC1)C2,-3
CC(=O)NCCNc1nc(NCc2cccs2)nc2ccsc12,0
CC(O)(c1ccc(F)c(F)c1)c1nc(-c2ccc(F)c(Cl)c2)cs1 (stereo not given),-2
CC(C)Cc1ccc(CN2C(C)C(=O)N(Cc3cn(Cc4ccco4)nn3)CCS2(=O)=O)cc1 (stereo not given),8
COc1ccc(C(C(=O)Nc2ccc(F)cc2)N2CCN(C(=O)c3ccco3)CC2)cc1 (stereo not given),1
CC(C)(C)c1ccc(S(=O)(=O)NC(=O)C2(C)CCN2C(=O)CC2CC2)cc1 (stereo not given),1
CC(C)(C)S(=O)N1Cc2cc(C(=O)N3CCc4ccccc4C3)nc(-c3cccc(-c4ccncc4)c3)c2[C@H]1CCO (stereo not given in full),-1
S=C1NC[C@H](Cc2ccccc2)N1CC1CCN(CCCC2CCCCC2)CC1,-4
COc1cccc(C(NC(C)=O)c2nc(-c3ccc4c(c3)OCO4)cs2)c1 (stereo not given),0
CCc1nc2c(OCCn3cccc3)cccn2c1N(C)C(=O)c1cccs1,-1
COCCCn1cc(CN(C)C2CN(Cc3cn(CCCOC)nn3)S(=O)(=O)C2)nn1 (stereo not given),0
CCCCNC(=O)c1nc(C2CCN(S(=O)(=O)c3c(OC)cccc3OC)CC2)oc1-c1ccccc1,-4
O=C(NCc1ccccc1)[C@@H]1CCCN1C(=O)[C@H]1CCCN1C(=O)c1ccc(F)cc1,3
CCCC(=O)N1CCC1(C)C(=O)NS(=O)(=O)c1ccc(OC)cc1 (stereo not given),-2
C#CCN(C[C@H]1[C@H](OC(=O)Nc2cccs2)[C@H](OC(=O)Nc2cccs2)CN(C(=O)OC(C)C)N1C(=O)OC(C)C)S(=O)(=O)c1ccc(C)cc1,-2
CC(C)(C)CNC(=O)c1cc2c(Br)ccc(Br)c2nc1N,-1
CC1(C(=O)NS(=O)(=O)c2ccccc2)CCN1C(=O)Cc1cc(F)ccc1F (stereo not given),-3
CC(C)n1c(=O)c2ccccc2n1Cc1cn(-c2ccc(Cl)cc2)nn1,-3
CCOC(=O)[C@]12CCCC=C1N(Cc1cccc3ccccc13)C(=O)[C@H](CC(=O)N1CCN(C(=O)c3ccco3)CC1)C2,-1

Structures listed so far with a thiophene ring, fused or not (five):
Compound,Wnt bcat act
Cc1ccsc1C(=O)N1CCC1(C)C(=O)NS(=O)(=O)c1ccc(C#N)cc1 (stereo not given),-1
CCOC(=O)c1cc(-c2ccc(N3C(c4ccsc4)=Cc4ccccc4C3CC(C)=O)cc2)cc([N+](=O)[O-])c1 (stereo not given),-3
CC(=O)NCCNc1nc(NCc2cccs2)nc2ccsc12,0
CCc1nc2c(OCCn3cccc3)cccn2c1N(C)C(=O)c1cccs1,-1
C#CCN(C[C@H]1[C@H](OC(=O)Nc2cccs2)[C@H](OC(=O)Nc2cccs2)CN(C(=O)OC(C)C)N1C(=O)OC(C)C)S(=O)(=O)c1ccc(C)cc1,-2

Next entries:
Compound,Wnt bcat act
CC1(Cc2ccc(Cl)cc2)C(=O)Nc2ccc(-c3cccnc3)cc21 (stereo not given),-1
CCCCN(C)C(=O)c1sc(=O)n(Cc2ccccc2C#N)c1C,-5
CC(O)(c1ccc(F)c(F)c1)c1nc(-c2ccc(Cl)cc2)cs1 (stereo not given),-1
CCOC(=O)[C@]12CCC=C1N(Cc1cccc3ccccc13)C(=O)[C@H](CC(=O)NCCC(C)C)C2,-4
Cc1nc2ccc(C(=O)NCCCn3ccnc3)cn2c1N(C)CC1CCCCC1,4
O=C(Nc1nnc([C@H]2C[C@H](O)[C@@H](CO)O2)s1)c1cccc(Oc2ccccc2)c1,0
Cc1ccc2nc(CN(C)C(=O)[C@@H](Cc3ccccc3)NC(=O)[C@H]3O[C@@H](n4ccc(=O)[nH]c4=O)[C@H](O)[C@@H]3O)[nH]c2c1,-3
CN1CCCC1CCNc1ccc2oc3ccccc3c(=O)c2c1 (stereo not given),3

Following part.
canonical_smiles	Wnt bcat act
CCOC(=O)[C@]12CCC=C1N(Cc1ccc3c(c1)OCO3)C(=O)[C@H](CC(=O)NCc1ccc(C)o1)C2	1
CCC(=O)Nc1ccc2c(c1)OC[C@@H](C)N(Cc1ccccc1F)C[C@@H](C)[C@@H](OC)CN(C)C2=O	-2
O=C(O)c1cc(-c2ccccc2)nc2nc(N3CCCCC3)sc12	0
CCCc1nc2c3ccccc3ccn2c1Cc1ccccc1C(F)(F)F	-1
CN(Cc1ccccc1)C(=O)c1csc(COCCO)n1	2
CCN(CC)c1ccc(C(=O)NNC(=O)C2CCN(c3ncnc4sc(C)c(C)c34)CC2)cc1	0
COc1ccc(CCN=C(NS(=O)(=O)c2ccc(Cl)cc2)c2ccccc2)cc1	-2
Cc1cc(Nc2cccc(Br)c2)cc(=O)n1-c1cccc(Br)c1	-4
O=C(Nc1c(-c2ccccc2)[nH][nH]c1=O)c1ccccc1	-3
CC12C=CC(C)(C3C(=O)NC(=O)C31)C1C3C(=O)NC(=O)C3C12 (stereo not given)	-2
COc1cccc(C(C(=O)NCc2ccccc2)N2CCN(c3cccc(C)c3C)CC2)c1OC (stereo not given)	-5
CN(C)CCN1CCN(C2CN(Cc3ccc(F)cc3)S(=O)(=O)C2)CC1 (stereo not given)	-2
COc1ccc2c(CN3CCCC3)cc(=O)oc2c1	1
COc1cccc(C(=O)N2CCC[C@H]2C(=O)N2CCC[C@H]2C(=O)N(C)Cc2ccccc2)c1	-2
COC(=O)C[C@@H]1CC[C@H](NC(=O)Nc2ccc(F)cc2)[C@@H](CO)O1	-2
O=C(O)CCC1C(=O)NC(=O)CC1c1ccccc1 (stereo not given)	-5
COc1ccccc1CNc1nc(NCc2ccc(C(C)C)cc2)c2sccc2n1	-9
COc1cc(OC)nc(Nc2nc(C(N)CCc3ccccc3)cs2)n1 (stereo not given)	-1
O=C1NC[C@@H](CCCCN2CCN(Cc3ccccc3)C(=O)C2=O)N(Cc2ccccc2)C1=O	-3
C(=C\c1ccccc1)/CN1CCN(C(c2nnnn2C2CCCC2)C2CC2)CC1 (stereo not given)	-1
C[C@@H]1Cc2[nH][nH]c(=O)c2[C@H](C)O1	-4
Cc1cccc(C(O)c2ncc(-c3ccccc3)[nH]2)c1C (stereo not given)	-3
CCOc1ccc(-c2noc(-c3csc([C@@H]4O[C@H](CO)[C@H](O)[C@H](O)[C@H]4O)n3)n2)cc1	6
CN1CCN(C(=O)C2Cc3c(-c4cccc(F)c4)ccnc3O2)CC1 (stereo not given)	-3
COc1cc(F)ccc1-c1csc(C(O)(c2ccccc2)C(F)(F)F)n1 (stereo not given)	1
COc1ccccc1CN1C(=O)C(Cc2ccccc2)ON=C1c1ncccc1C (stereo not given)	-1
O=C(CC[C@H]1O[C@@H](n2ccc(=O)[nH]c2=O)[C@H](O)[C@@H]1O)NCCN1CCOCC1	-3
Cn1cc([C@]2(O)C(=O)Nc3ccc(F)cc32)c2ccccc21	22
CC(=O)Nc1cc(-c2ccc(N3CCN(C)CC3)cc2)cn2c(-c3cccc(C(C)=O)c3)cnc12	1
CS(=O)(=O)c1ccc(Nc2nc(C(N)CCc3ccccc3)cs2)cc1 (stereo not given)	1
CC(=O)Nc1cc(-c2ccoc2)cn2c(-c3ccccc3)cnc12	-6
CC1(C(=O)Nc2cnc3ccccc3c2)CCN1Cc1ccc2ccccc2c1 (stereo not given)	-3
Clc1cccc(Cc2c(C3CCCCC3)nc3ccc(Br)cn23)c1	1
CC(C)NC(=O)C1C(c2ccccc2)=Nc2ccccc2N1C(=O)c1ccc(C(F)(F)F)cc1 (stereo not given)	-1
Cc1ccccc1CN1C(=O)c2ccccc2C1c1nnnn1-c1ccc2c(c1)OCCO2 (stereo not given)	-15
O=C(c1ccco1)N1CCN(C2CN(Cc3cn(Cc4ccccc4C(F)(F)F)nn3)S(=O)(=O)C2)CC1 (stereo not given)	-1
COC(=O)C1=C(C)N(Cc2cccc(C(F)(F)F)c2)C(=NCc2cccc(C(F)(F)F)c2)NC1c1ccccc1C(F)(F)F (stereo not given)	-5
COc1cccc(C(=O)N2CCC[C@H]2C(=O)N2CCC[C@H]2C(=O)NCc2ccncc2)c1	0
CCCNC(=O)C1(C)CCN(C(=O)c2ccc(C)c(F)c2)C1 (stereo not given)	1
COC(=O)c1ccc2nc(-c3ccc(C)cc3)c(Cc3cccc(Cl)c3)n2c1	1
Cc1noc(C)c1-c1ccc(C(=O)NCCN2CCOCC2)c2occc12	-1
O=C(c1[nH]c(C(F)(F)F)nc1-c1ccccc1)N1CCCN(Cc2ccc(F)cc2)CC1	-1
CCN(CC)CCNC(=O)c1ccc(NCN2C(=O)NC(c3ccccc3)(c3ccccc3)C2=O)cc1	-5
CCOC1=C2[C@@H](CN(S(=O)(=O)c3ccc(C)cc3)[C@H]2c2cccc3ccccc23)[C@H]2C(=O)N(Cc3ccccc3)C(=O)[C@H]2C1	-2
CC(C)(C)C(=O)c1c(N)[nH]c(C(=O)c2ccccc2)c1-c1ccc([N+](=O)[O-])cc1	5
CN(C(=O)[C@H]1O[C@@H](n2cnc3c(=O)[nH]c(N)nc32)[C@H](O)[C@@H]1O)C1CCCCC1	1
O=C1CCCCCC(=O)[C@H](O)C[C@H](c2ccccc2)O1	-2
O=C(CCC(=O)OCCOc1ccccc1)OCCOc1ccccc1	-1
CC(=O)Nc1ccc(N=Nc2ccccc2)cc1[N+](=O)[O-]	-1
OC(c1ccc(CN2CCCCC2)cc1)c1ncc(-c2ccccc2)[nH]1 (stereo not given)	0
CN(Cc1ccccc1)C(=O)[C@@H]1CCCN1C(=O)[C@@H]1CCCN1C(=O)c1cccc2ccccc12	-1
COC(=O)C1=C(C)N(C)C(=NCc2ccccc2)NC1CCc1ccccc1 (stereo not given)	-1
Cc1cncc(N2CCN(c3ccccn3)CC2)n1	0
Cc1c(C(=O)NCc2cccc(C(F)(F)F)c2)sc(=O)n1Cc1ccc(C(=O)N(C)C)cc1	-4
CC(C)C[C@H]1CN([C@@H](Cc2ccccc2)CN2CCC[C@H]2CN2C(=O)C(=O)NC[C@@H]2Cc2ccccc2)C(=O)C(=O)N1CCc1ccccc1	-4
O=C([C@H]1O[C@@H](n2ccc(=O)[nH]c2=O)[C@H](O)[C@@H]1O)N1CCN(Cc2ccccn2)CC1	-2
COc1cccc(Cn2cnc(-c3ccccc3OC)c2C2CC2)c1	-2
CC(=O)OC[C@@H]1CN(Cc2ccccc2)C[C@H](n2cnc3c(NC(C)C)ncnc32)O1	-4
O=S1(=O)CC(N2CCCC2)CN1C1CCCC1 (stereo not given)	1
CC(C)(C)NC(=O)C(c1ccnc2ccccc12)n1c(=O)c(-c2ccccc2)nc2ccccc21 (stereo not given)	-1
O=c1nc2n(Cc3ccccc3)c3ccccc3cc-2c(=O)[nH]1	-1
FC(F)(F)c1ccccc1Cc1c(-c2ccco2)nc2ccc(Cl)cn12	-2

This is a subset. The share of hits here may be higher or lower than overall.
